High-throughput results: PubChem, National Center for Advancing Translational Sciences (NCATS)
D2 agonist: HTS Assay for Allosteric Agonists of the Human D2 Dopamine Receptor: Primary Screen for Agonists. D(2) dopamine receptor (Homo sapiens), P14416. activation, % at 2 µM. 340,000 compounds, 0.53% hits. HEK293 T-REx D2 cells, calcium flux agonist mode;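 active = activation over 3 SD above normal in the single-dose calcium agonist read, cut at about 30% in these data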; also: 0% is about no effect
Target sequence (P14416 whole entry, looked up): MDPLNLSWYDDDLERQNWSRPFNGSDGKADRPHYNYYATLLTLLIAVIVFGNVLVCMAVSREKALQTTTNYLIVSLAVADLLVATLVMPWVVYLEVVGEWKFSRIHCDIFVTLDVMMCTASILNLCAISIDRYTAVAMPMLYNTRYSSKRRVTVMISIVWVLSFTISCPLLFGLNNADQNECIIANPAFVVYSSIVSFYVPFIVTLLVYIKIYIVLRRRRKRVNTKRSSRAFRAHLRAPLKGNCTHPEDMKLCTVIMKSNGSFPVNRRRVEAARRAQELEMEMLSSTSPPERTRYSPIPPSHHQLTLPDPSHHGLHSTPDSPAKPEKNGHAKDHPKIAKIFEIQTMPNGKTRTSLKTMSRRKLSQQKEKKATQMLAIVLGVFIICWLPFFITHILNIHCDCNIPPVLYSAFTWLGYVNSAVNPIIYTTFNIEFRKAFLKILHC
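Agonism is scored from calcium flux in a force-coupled, inducible HEK293 cell line expressing D2, read kinetically for 180 s after compound addition against dopamine controls.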
Pin1 inh: qHTS Assay to Find Inhibitors of Pin1 | Peptidyl-prolyl cis-trans isomerase NIMA-interacting 1 (Homo sapiens), Q13526 | Pin1 FP peptide displacement, HiFluor488, 10 min | Potency, µM (doses to about 115 µM), without a hit: at the highest dose activity, negative = inhibition, usual class: inhibitors | 390,000 compounds, 0.009% hits | AID 504891, 2011; active = well fitted inhibition curve with a large enough effect in the polarisation, with a control signal flat, not every such curve was filed as active; inconclusive = small, poorly fitted or top-dose-only effect, or effect the other way, or a change in a side signal; inactive = no such curve, though single readings can be large or run the other way; the % refers to the polarisation; also: potency is read from the fitted curve at half-maximal effect; % is scaled to controls: 0 for no effect and ±100 for the full control effect
Target sequence (Q13526 whole entry, looked up): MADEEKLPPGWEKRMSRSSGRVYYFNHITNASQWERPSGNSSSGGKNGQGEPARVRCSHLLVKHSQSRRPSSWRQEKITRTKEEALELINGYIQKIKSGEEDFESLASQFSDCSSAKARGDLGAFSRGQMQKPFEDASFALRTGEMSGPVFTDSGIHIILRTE
TrxR1 substrate: qHTS Assay for Substrates of Mammalian Selenoprotein Thioredoxin Reductase 1 (TrxR1): qHTS; Thioredoxin reductase 1, cytoplasmic (Rattus norvegicus), O89049; purified TrxR1 substrate turnover, NADPH consumption readout; Potency, µM (series often up to 114 µM), without a hit: at the highest dose activity change, negative = substrate turnover; 390,000 compounds, 0.01% hits; also: potency is read from the fitted curve at half-maximal effect; % is scaled to controls: 0 for no effect and ±100 for the full control effect; nearly all actives have a fitted effect of over 50% in size
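Rat TrxR1, dispensed at 90 nM, was prereduced with 400 uM NADPH (final) for 5 min at ~22 deg C, then incubated with compound 15 min before 400 uM selenite. A first-read NADPH fluorescence drop versus no-compound background flagged substrates.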
IDH1 R132H inh: qHTS for Inhibitors of mutant isocitrate dehydrogenase 1 (IDH1): qHTS; IDH1-R132H enzyme, NADPH consumption, diaphorase/resazurin fluorescence; Potency, µM (top dose mostly 76.6 µM), inactives show at the highest dose activity change, negative = inhibition, usual class: inhibitors; 390,000 compounds, 0.093% hits; AID 602179, 2012; also: potency is read from the fitted curve at half-maximal effect; % is scaled to controls: 0 for no effect and ±100 for the full control effect; nearly all actives have a fitted effect of over 65% in size
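IDH1-R132H (0.5 ug/mL dispensed) in pH 7.5 Tris buffer was preincubated 30 min with compound, then given a substrate mix of 0.016 mM NADPH and 2 mM alpha-KG for 80 min at room temperature; remaining NADPH was read by diaphorase/resazurin fluorescence.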
TRHR ag: qHTS for Small Molecule Agonists and Allosteric Enhancers of Human TRH Receptor: Primary Screen for Agonists; Thyrotropin-releasing hormone receptor (Homo sapiens), P34981; activation, % at 2 µM; 360,000 compounds, 0.18% hits; TRHR cells, calcium flux fluo-8, FDSS agonist mode; in the data active = activation above about 30%; also: 0% is about no effect
Target sequence (P34981 whole entry, looked up): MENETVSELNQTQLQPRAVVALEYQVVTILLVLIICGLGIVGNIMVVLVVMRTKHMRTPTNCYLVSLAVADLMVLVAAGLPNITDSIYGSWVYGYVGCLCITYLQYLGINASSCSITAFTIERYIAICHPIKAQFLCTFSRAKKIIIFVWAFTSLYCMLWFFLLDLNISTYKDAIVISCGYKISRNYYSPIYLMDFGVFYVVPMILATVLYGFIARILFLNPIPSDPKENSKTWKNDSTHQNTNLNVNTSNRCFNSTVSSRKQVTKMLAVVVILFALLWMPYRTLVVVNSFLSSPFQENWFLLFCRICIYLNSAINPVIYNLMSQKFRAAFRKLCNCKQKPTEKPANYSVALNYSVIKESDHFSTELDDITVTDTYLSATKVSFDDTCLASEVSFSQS
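Read-out: compound-evoked intracellular calcium rise in TRHR cells, fluo-8 dye, kinetic FDSS fluorescence at 1 s/cycle following a 10-cycle baseline. Cells cultured overnight before dye loading (30 min–1.5 h, RT).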
D2 antag: HTS Assay for Allosteric Antagonists of the Human D2 Dopamine Receptor: Primary Screen for Antagonists. 340,000 compounds, 2% hits. inhibition, % at 10 µM. HEK293 TREx D2 cells, calcium flux, dopamine EC80. AID 485344, 2010; in the data active = inhibition above about 30%; also: 0% is about no effect
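Inhibition of EC80 dopamine-driven calcium flux, recorded kinetically, defines activity here; cells are a tetracycline-induced HEK293 T-REx line expressing force-coupled D2.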
TRHR enhancer: qHTS for Small Molecule Agonists and Allosteric Enhancers of Human TRH Receptor: Primary Screen for Enhancers; TRHR cells, fluo-8 calcium fluorescence, EC20 TRH enhancement; enhancement, % at 2 µM; 360,000 compounds, 0.66% hits; AID 493056, 2011; in the data active = enhancement above about 30%; also: 0% is about no effect
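Enhancer read-out: after compound pinning and an initial kinetic agonist-mode read, an EC20 of TRH (10 nM final) was injected and fluo-8 calcium signal (Ex 480/Em 530) followed at 1 s/cycle for 100 cycles in TRHR-expressing cells.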
rTrxR1 inhibitor: qHTS Assay for Inhibitors of Mammalian Selenoprotein Thioredoxin Reductase 1 (TrxR1): qHTS; Thioredoxin reductase 1, cytoplasmic (Rattus norvegicus), O89049; recombinant rTrxR1, NADPH fluorescence consumption, selenite substrate; Potency, µM (series often up to 114 µM), for inactives: at the top dose activity change, negative = inhibition, usual class: inhibitors; 390,000 compounds, 1% hits; AID 588453, 2011; also: potency is read from the fitted curve at half-maximal effect; % is scaled to controls: 0 for no effect and ±100 for the full control effect; nearly all actives have a fitted effect of over 65% in size
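Rat TrxR1 (90 nM in the dispensed reagent) was pre-reduced with 400 uM NADPH for 5 min at room temperature, then incubated with compound for 15 min. After 400 uM selenite was added, NADPH fluorescence (Ex 340/Em 450 nm) was followed for 8 min.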
USP1 inh: Inhibitors of USP1/UAF1: Primary Screen. Ubiquitin carboxyl-terminal hydrolase 1 (Homo sapiens), O94782. recombinant USP1/UAF1, Ub-Rhodamine cleavage fluorescence. Potency, µM (top dose mostly 57.1 µM), inactives show top-dose activity change, negative = inhibition, usual class: inhibitors. 390,000 compounds, 0.23% hits. AID 743255, 2014; also: potency is read from the fitted curve at half-maximal effect; % is scaled to controls: 0 for no effect and ±100 for the full control effect; nearly all actives have a fitted effect of over 60% in size; inactives centre near -12
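USP1/UAF1 complex (1 nM) preincubated 15 min at room temperature with compound, then Ub-Rho substrate (150 nM final) added. Kinetic fluorescence at 480/540 nm over 6 reads at 60 s intervals; 50 mM HEPES pH 7.8, 0.5 mM EDTA, 0.1 mg/ml BSA, 1 mM TCEP, 0.01% Tween-20.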
Numbers without * were called inactive; ? = inconclusive; / = not tested or not shown; & = joins results of further samples; [ ] = dose if it differs, or a comment. Unless noted, calls follow the shape of the dose curve; as a rule, active = well fitted inhibition curve with a large enough effect; inconclusive = small, poorly fitted or top-dose-only effect; inactive = no such curve, though single readings can be large or run the other way. Some of the compounds tested, so the mix of outcomes need not match the whole.

SMILES	D2 agonist	Pin1 inh	TrxR1 substrate	IDH1 R132H inh	TRHR ag	D2 antag	TRHR enhancer	rTrxR1 inhibitor	USP1 inh
COc1ccc(CC(=O)NCC2CCCN(Cc3ccc(OC(F)(F)F)cc3)C2)cc1 (stereo unspecified)	-0.5	-7%	0%	-1%	0.2	-5	0	3%	-23%
Cc1ccccc1NC(=O)CC1C(=O)NCCN1C(=O)c1cccc(Cl)c1 (stereo unspecified)	-0.7&-0.7	-3%&2%	-6%&2%	-1%&-2%	0.2&-0.4	-28	-1&3	-10%&17%	3%&-23%
CC1CCN(CCOc2ccccc2-c2ccccc2)CC1	-0.2	-2%	9%[57.1 µM]	7%	0.0	75*	10	5%[57.1 µM]	-6%
COc1ccc(OC)c(CCNC(=O)c2ccc3c(=O)[nH]c4c(C(=O)NC(C)C)sc(=S)n4c3c2)c1	-2.4	-3%	-9%	-17%	-0.1	4	-2	4%	-6%
O=C(Cc1ccccc1)Nc1ccc(CN2CCOCC2)cc1	1.0	-1%	-6%	-2%	-1.1	7	-1	14%	-7%
CC1CN(CC(=O)NCc2ccc(F)cc2)CC(C)O1 (stereo unspecified)	1.3	-6%	8%	6%	-0.1	17	-3	17%	-7%
O=C(CSc1ccccc1)Nc1ccccc1N1CCOCC1	-1.4	1%	-2%	14%	0.0	-6	-1	0%	-7%
Fc1ccc(NC(=S)Nc2ccccc2Cl)cc1	-0.1	-4%	-8%[57.1 µM]	3%	0.2	-11	2	11%[57.1 µM]	-12%
Cc1cc(O)cc(=O)n1C	0.1	-5%	0%	-12%	-0.2	-11	-3	21%	-5%
O=C(c1cc(COc2ccc(F)cc2Cl)on1)N1CCN(C2CCCCC2)C(=O)C1	0.2	-5%	-1%	3%	-0.9	12	-5	10%	-19%
Cc1csc(NC(=O)c2cc([N+](=O)[O-])cc([N+](=O)[O-])c2)n1	-4.3	3%	2%	6%	0.0	3	7	15%	-16%
Cc1cc(S(=O)(=O)N2CCN(CC(=O)N(C)Cc3ccccc3)CC2)ccc1Br	0.3	3%	-2%	2%	-1.2	-7	4	-5%	-21%
Cc1ccccc1-n1nnnc1SCC(=O)NCC1(N2CCOCC2)CCCCC1	0.7	-2%	-2%	-14%	0.3	-10	-5	27%	-20%
O=C(Cn1c(=S)[nH]c2ncccc2c1=O)NCCc1ccccc1	5.0	/	/	/	-0.1	-9	-1	/	/
COc1cc(F)c(S(=O)(=O)Nc2c(C)n(C)n(-c3ccccc3)c2=O)cc1OC	0.3	-8%	1%[57.1 µM]	3%	0.9	/	15	4%[57.1 µM]	-5%
O=C(CNS(=O)(=O)c1ccc(Br)s1)NCc1ccccc1	/	-5%	-3%[57.1 µM]	-3%	-0.3	/	-4	-5%[57.1 µM]	-4%
O=C(NCc1ccc2c(c1)OCO2)c1cc(S(=O)(=O)N2CCCCC2)ccc1F	-0.3	-2%	5%[57.1 µM]	4%	-0.1	-26	-4	14%[57.1 µM]	-12%
COc1ccc(C(=O)c2oc3nc(C)cc(C)c3c2N)cc1	12	-1%	7%[57.1 µM]	5%	0.9	-24	27	-6%[57.1 µM]	-9%
C=CCc1cc(C=O)cc(OCC)c1O	1.3	10%	-2%[57.1 µM]	9%	-0.3	3	9	4%[57.1 µM]	-21%
CCOc1ccc2[nH]c(=O)c(CN(CCO)C(c3nnnn3C3CCCCC3)C(C)C)cc2c1 (stereo unspecified)	0.3	-2%	8%	3%	0.1	35*	-13	-10%	-14%
O=[N+]([O-])c1cc(CN2CCCC2)ccc1Sc1ccc(Cl)cc1	1.0	9%	-19%[57.1 µM]	6%	1.6	-8	-18	18%[57.1 µM]	-25%
Cc1c(C(=O)NCC2CCCO2)oc2ccc(Br)cc12 (stereo unspecified)	-0.2	1%	-3%	1%	-0.5	-7	-8	?	-12%
Cc1nnc(SCC(=O)c2cc(C)n(-c3ccc4c(c3)OCO4)c2C)s1	-0.7	3%	7%	22%	-0.5	-2	-9	11%	-21%
CN(CC(=O)NCc1cccc(F)c1)C(=O)c1ccco1	1.4	4%	7%	4%	0.4	-2	3	1%	-9%
O=C(/C=C/c1ccccc1[N+](=O)[O-])Nc1ccc(S(=O)(=O)Nc2ncccn2)cc1	0.7	-2%	-14%	7%	0.5	-17	3	?	-7%
Cc1c(C(C)(C)C)s/c(=N/S(=O)(=O)c2ccccc2)n1C	-0.1	0%	-9%	-5%	0.1	-11	3	5%	-12%
O=S(=O)(c1ccc(-c2cnc(C3CC3)o2)cc1)N1CCN(c2cccc(Cl)c2)CC1	1.9	-6%	4%[57.1 µM]	11%	0.3	/	6	24%[57.1 µM]	-15%
COc1ccc(NC(=O)C2CCCN(C(=O)c3cnn(-c4ccccc4)c3-n3cccc3)C2)cc1 (stereo unspecified)	0.6	-9%	-8%	-17%	-1.1	/	-7	-5%	-12%
Cc1ccc(/C(N)=N/OC(=O)c2cccc(F)c2)cc1	-1.1	-4%	11%	7%	-0.7	9	7	22%	-7%
O=C(c1ccc(CS(=O)(=O)c2c(Cl)cccc2Cl)o1)N1CCCC1	1.4	-2%	4%	0%	-0.3	-6	8	-2%	-5%
Cc1ccc([N+](=O)[O-])cc1S(=O)(=O)Nc1cccc(-c2ccc(N3CCCC3)nn2)c1	0.0	1%	-8%	8%	0.0	-5	-8	4%	-10%
COc1ccc(-c2nnc(C(C)Nc3cccc(C(=O)NC4CC4)c3)o2)cc1 (stereo unspecified)	/	1%	16%	9%	/	/	/	13%	-12%
COc1cc(NC(=O)COC(=O)c2cnc(C)cn2)c(C)cc1[N+](=O)[O-]	0.1	0%	1%	3%	0.1	5	28	21%	-27%
COc1ccc(C(=O)N2CCN(c3ccc(C)cc3C)CC2)cc1OC	2.3	-5%	11%[57.1 µM]	12%	0.2	0	1	15%[57.1 µM]	-17%
c1ccc(CC2CCN(C(c3cccs3)c3nnnn3C3CCCC3)CC2)cc1 (stereo unspecified)	-0.2	40%[activator]	6%	8%	1.1	13	-11	24%	-11%
CC(=O)N1CCN(S(=O)(=O)c2cccc(C(=O)OCC(=O)N(CCC#N)c3ccc(F)cc3)c2)CC1	-0.2	-1%	2%	11%	-0.2	7	-9	23%	-6%
Cc1c(NC(=O)c2cc3c(s2)-c2ccccc2OC3)cccc1[N+](=O)[O-]	-0.1	?	1%[57.1 µM]	2%	0.9	5	13	17%[57.1 µM]	-17%
Cc1ccc2c(c1)C(c1ccc(F)cc1)N(C(=O)c1ccc(OC(C)C)cc1)CC(=O)N2 (stereo unspecified)	0.2	?	7%[2.29 µM]	0%	0.0	/	-6	9%	-16%
COC(=O)c1sc(NC(=S)NC(=O)c2ccc(F)cc2)nc1C	-0.3	/	/	/	0.0	-5	3	/	/
CCN(CC)S(=O)(=O)c1ccc(Cl)c(NC(=O)c2cc(Cl)ccc2Cl)c1	-0.7	3%	2%	3%	0.3	10	-1	8%	-7%
Cc1ccc(C(c2nnnn2CS(=O)(=O)c2ccc(C)cc2)N2CCN(c3ncccn3)CC2)cc1 (stereo unspecified)	6.8	10%	6%	6%	2.5	-20	5	13%	-13%
Cc1ccc(Cl)cc1N1CCN(C(=O)CN2C(=O)CSc3c2c(C)nn3-c2ccccc2)CC1	0.0	9%	3%[57.1 µM]	10%	0.5	/	-2	14%[57.1 µM]	-19%

Shown bar-delimited: entries from further up.
smiles | D2 agonist | Pin1 inh | TrxR1 substrate | IDH1 R132H inh | TRHR ag | D2 antag | TRHR enhancer | rTrxR1 inhibitor | USP1 inh
Cc1nnc(SCC(=O)c2cc(C)n(-c3ccc4c(c3)OCO4)c2C)s1 | -0.7 | 3% | 7% | 22% | -0.5 | -2 | -9 | 11% | -21%
CN(CC(=O)NCc1cccc(F)c1)C(=O)c1ccco1 | 1.4 | 4% | 7% | 4% | 0.4 | -2 | 3 | 1% | -9%
O=C(/C=C/c1ccccc1[N+](=O)[O-])Nc1ccc(S(=O)(=O)Nc2ncccn2)cc1 | 0.7 | -2% | -14% | 7% | 0.5 | -17 | 3 | ? | -7%
Cc1c(C(C)(C)C)s/c(=N/S(=O)(=O)c2ccccc2)n1C | -0.1 | 0% | -9% | -5% | 0.1 | -11 | 3 | 5% | -12%
O=S(=O)(c1ccc(-c2cnc(C3CC3)o2)cc1)N1CCN(c2cccc(Cl)c2)CC1 | 1.9 | -6% | 4%[57.1 µM] | 11% | 0.3 | / | 6 | 24%[57.1 µM] | -15%
COc1ccc(NC(=O)C2CCCN(C(=O)c3cnn(-c4ccccc4)c3-n3cccc3)C2)cc1 (stereo unspecified) | 0.6 | -9% | -8% | -17% | -1.1 | / | -7 | -5% | -12%
Cc1ccc(/C(N)=N/OC(=O)c2cccc(F)c2)cc1 | -1.1 | -4% | 11% | 7% | -0.7 | 9 | 7 | 22% | -7%
